From PubChem BioAssay
SRC3 TRFRET art = flags TR-FRET format artefacts in PPARgamma SRC-3 recruitment agonist screen; AID 1048; TR-FRET artefact counter-screen, PPARgamma/SRC-3 format; stronger effect = higher value; TR-FRET ratio at 8 µM; actives 0.39% (n = 99,000); in the data active = TR-FRET ratio above about 2000; also: inactives centre near 1600; reference of the scale not given here
SRC1 TRFRET art = flags TR-FRET format artefacts in PPARgamma SRC-1 recruitment agonist screen; TR-FRET detection artefact counter-screen, emission ratio; stronger effect = higher value; TR-FRET ratio at 8 µM; actives 0.34% (n = 99,000); AID 1051; in the data active = TR-FRET ratio above about 2300; also: inactives centre near 1800; reference of the scale not given here
* hit, by the source's call.

SMILES | SRC3 TRFRET art | SRC1 TRFRET art
Cc1cc(C(=O)N2CCc3c([nH]c4ccccc34)C2c2cccc(Cl)c2)nn1C (stereo unspecified) | 1811 | 1914
O=C(O)C1CCCCC1C(=O)Nc1ccc(-c2ccccc2)cc1 (stereo unspecified) | 1685 | 1981
Cc1ccc(/C=N/NC(=O)Cn2ccc(C(F)(F)F)n2)o1 | 1549 | 1692
CC(C)(CO)NC(=O)CC1C(=O)NCCN1CC(c1ccccc1)c1ccccc1 (stereo unspecified) | 1745 | 1801
Cc1nn(CC(=O)Nc2ccc(C#N)cc2)c(C)c1[N+](=O)[O-] | 1644 | 1875
CN1C(=O)/C(=C/c2ccc(C(=O)NC3CCCC3)cc2)Oc2ccccc21 | 1617 | 1641
Cc1cc(O)cc2c1C(c1ccc(F)cc1)CC1(CC(C)(C)NC(=S)N1)O2 (stereo unspecified) | 1565 | 1691
O=C(NNC(=O)C1[C@H]2CCCC[C@@H]12)NC1CCCCC1 (stereo partly specified) | 1531 | 1952
COc1cccc(C(=O)COC(=O)c2ccc(NC(C)=O)cc2)c1 | 1540 | 1833
O=C(CNC(=S)N(Cc1ccccc1)Cc1cccnc1)NCc1ccccc1 | 1700 | 1778
Brc1ccc2nc(-c3c[nH]c4ccccc34)cn2c1 | 1691 | 2053
CCCS(=O)(=O)N1CCC(CCOc2ccccc2)(C(=O)OCC)CC1 | 1714 | 1996
O=C(CSc1ccc(Cl)cc1)NCc1ccncc1 | 1545 | 1526
CCCN1Cc2cccc(C(=O)NCc3ccc(C)cc3)c2C1=O | 1421 | 1648
O=C(Oc1cccccc1=O)c1ccccc1 | 1369 | 1775
COc1ccc(CCc2nnc(CCC(=O)NCCc3ncccc3C)o2)cc1 | 1591 | 1697
O=C(O)C1=C[C@@H](c2ccc3c(c2)OCO3)C[C@@H](OCc2ccc(CO)cc2)O1 | 1523 | 1614
O=C(Nc1ccc(NC(=O)C2CCCN2C(=O)OCc2ccccc2)cc1)c1ccco1 (stereo unspecified) | 1281 | 1683
CCN=C1S/C(=C\c2ccc(OC)c(OCC)c2)C(=O)N1CC | 1886 | 2056
CC(C)C(NC(=O)OCc1ccccc1)C(=O)NCc1ccc(C(=O)O)cc1 (stereo unspecified) | 1575 | 1853
COCCN(CCOC)S(=O)(=O)c1ccc(C(=O)NC2CCN(Cc3ccccc3)CC2)cc1 | 1595 | 1745
Cc1cccc(NC2=C(NC(=O)c3ccccc3)C(=O)c3ccccc3C2=O)c1 | 1469 | 1795
CCC(=O)Nc1cccc(NC(=O)c2ccccc2Cl)c1 | 1728 | 1903
O=C(Cc1ccccc1)Nc1nc(-c2cccc([N+](=O)[O-])c2)cs1 | 1465 | 1521
Cc1ccc(C(=O)COC(=O)CN2C(=O)C3C4CCC(C4)C3C2=O)cc1[N+](=O)[O-] (stereo unspecified) | 1618 | 1817

Going on with the list:
SMILES | SRC3 TRFRET art | SRC1 TRFRET art
COC(=O)CNC(=S)NC(=O)c1ccc(C(C)(C)C)cc1 | 1607 | 1527
CCOc1ccc(N2C(=O)CC(NCC3CCCO3)C2=O)cc1 (stereo unspecified) | 1472 | 1627
Cc1cc(C(=O)OCC(=O)NCc2cccs2)c2ccccc2n1 | 1315 | 1932
COc1ccc(OCC(=O)NNC(=O)c2nn(C)c(=O)c3ccccc23)cc1 | 1514 | 1451
Cc1cc(C)n(-c2ccc(Cl)c(Cl)c2)n1 | 1762 | 1669
Cc1ccc(S(=O)(=O)NCC2CCCO2)cc1[N+](=O)[O-] (stereo unspecified) | 1566 | 1747
CC(=O)Nc1ccc(C2=NNC(=NCC3CCCO3)SC2)cc1 (stereo unspecified) | 1849 | 1897
Cc1cnc(C(=O)NCc2ccc(Cl)cc2Cl)cn1 | 1536 | 1764
CCC1(CC)NC(=O)N(CC(=O)OCC(=O)Nc2sccc2C#N)C1=O | 1677 | 1885
CCOc1ccc(CC(C(N)=O)C(N)=O)cc1 | 1579 | 1891
CN(CCC#N)C(=O)COC(=O)c1ccc2[nH]c3c(c2c1)CCCC3 | 1426 | 1840
Cc1c(/C=N/NC(=O)c2ccc(O)cc2)c2ccccn2c1C(=O)c1ccc(F)cc1 | 1562 | 1585
O=C(Cn1nc(-c2cccc(Cl)c2)ccc1=O)Nc1ccc(C(=O)NC2CC2)cc1 | 1759 | 1713
COc1cccc(/C=C/C(=O)OCC(=O)Nc2ccc(Cl)c(S(=O)(=O)N(C)C)c2)c1 | 1524 | 1653
O=C(COC(=O)c1ccccc1Oc1ccccc1)NCc1ccco1 | 1683 | 1572
NNc1nc(-c2ccccc2)c2ccccc2n1 | 1635 | 1738
Cc1c(C(=O)Oc2ccc(F)cc2)sc2ncn(Cc3cccc(F)c3)c(=O)c12 | 1615 | 1744
Cc1ccccc1C=Nc1ccccc1C(N)=O | 1478 | 1608
CCOC(=O)CNC(=S)N(Cc1cccs1)C1CCCCC1 | 1478 | 1935
CC(C)OC(=O)/C(C#N)=C\c1cccnc1 | 1514 | 2009
Cc1ccc(C2CC(c3ccc(NS(C)(=O)=O)cc3)=NN2C(=O)c2ccco2)cc1 (stereo unspecified) | 1658 | 1802
COc1ccc(NC(=O)c2cncc(Br)c2)cc1S(N)(=O)=O | 1222 | 1787
CC1Oc2ccccc2OC1(O)c1ccccn1 (stereo unspecified) | 1529 | 1843
O=C1CC(SC(=Nc2ccccc2)Nc2ccccc2)C(=O)N1c1ccc(Cl)c(Cl)c1 (stereo unspecified) | 1592 | 1783
FC(F)(F)COc1nc(N/N=C/c2cccnc2)nc(N2CCCCC2c2ccccn2)n1 (stereo unspecified) | 1654 | 1809

In another format: three of the compounds above.
> Cc1ccccc1C=Nc1ccccc1C(N)=O
  SRC3 TRFRET art = 1478
  SRC1 TRFRET art = 1608

> CCOc1ccc(CC(C(N)=O)C(N)=O)cc1
  SRC3 TRFRET art = 1579
  SRC1 TRFRET art = 1891

> O=C1CC(SC(=Nc2ccccc2)Nc2ccccc2)C(=O)N1c1ccc(Cl)c(Cl)c1 (stereo unspecified)
  SRC3 TRFRET art = 1592
  SRC1 TRFRET art = 1783

(continued)
SMILES | SRC3 TRFRET art | SRC1 TRFRET art
CCC1CCCCN1C(=S)Nc1cccc(S(=O)(=O)N(C)C)c1 (stereo unspecified) | 1675 | 1819
COc1ccc2c(c1)[nH]c1c(Cl)ncnc12 | 1497 | 1858
Cn1cccc1/C=N/N1CCN(c2ccccn2)CC1 | 1659 | 1973
FC(F)(F)c1cccc(NC(=S)NCc2ccccn2)c1 | 1416 | 1357
Cc1cc2c(=O)n(CC(=O)NCC(=O)N3CCN(Cc4ccccc4)CC3)cnc2s1 | 1359 | 1888
CN(C)S(=O)(=O)c1cc(NC(=O)CN2CCCc3ccccc32)ccc1Cl | 1415 | 1512
O=C(/C=C/c1ccco1)Nc1ccc2nn(-c3ccccc3)nc2c1 | 1569 | 1577
O=C(O)CNC(=S)N(Cc1ccccc1Cl)C1CCCCC1 | 1594 | 1565
N#C/C(=C\c1cccc([N+](=O)[O-])c1)C(=O)NCc1cccnc1 | 1536 | 1785
CCOc1ccc(N(Cc2ccc(OC)cc2)C(=O)c2ccco2)cc1 | 1497 | 1610
COc1ccccc1/C=C/C(=O)c1ccc(NC(C)=O)cc1 | 1552 | 1913
CC(=O)N1CCCC(C(=O)c2ccc3c4c(cccc24)CC3)C1 (stereo unspecified) | 1581 | 1586
CC(C)Cn1c(CN2CCN(C(=O)c3ccco3)CC2)nc2c1c(=O)n(C)c(=O)n2C | 1642 | 2011
COc1ccc(/C=N/NC(=O)CN(c2ccc(OC)cc2)S(=O)(=O)c2ccccc2)cc1 | 1587 | 1865
COc1ccc(C(=O)/C=C/C(=O)N(CC(=O)NC2CCCCC2)Cc2ccccc2)c(O)c1 | 1535 | 1559
COc1cc(Nc2cc(C)nc3nc(C)nn23)cc(OC)c1OC | 1641 | 2004
CN(C)c1ccc(C=C2C(=O)OC(C)(C)OC2=O)cc1 | 1504 | 1896
COc1ccc(-c2cnc3ncnn3c2N)cc1 | 1503 | 1839
Cc1ccc(S(=O)(=O)N2CCN(C(=O)c3c(C)nn(-c4ccccc4)c3Cl)CC2)cc1 | 1507 | 2082
CC(=O)Nc1ccc(C(=O)N/N=C/c2cccnc2)cc1 | 1517 | 1739
CCSc1nc(-c2cccnc2)ccc1C#N | 1471 | 1828
O=C(c1ccccc1F)N1CCN(c2ccc([N+](=O)[O-])c3cccnc23)CC1 | 1421 | 1772
COc1ccc(C2CC(c3ccccc3)=NN2C(=O)COC(=O)c2nc3nccc(C)n3n2)cc1 (stereo unspecified) | 1600 | 1692
Cc1ccc(C(=O)NCCc2sc(C)nc2C)cc1 | 1696 | 2007
CC(C)(C)c1ccc(-c2ncccc2O)cc1 | 1461 | 1884

Going on with the list.
SMILES | SRC3 TRFRET art | SRC1 TRFRET art
COc1ccc(/C=N/Nc2nc(-c3ccc(Cl)cc3)cc(C(F)(F)F)n2)c(OC)c1 | 1433 | 1691
CCOC(=O)c1oc2ccc(S(=O)(=O)n3nc(-c4cc(OC)c(OC)c(OC)c4)cc3N)cc2c1C | 1562 | 2023
O=C(O)CCC(=O)NNC(=O)COc1ccc2ccccc2c1Br | 1631 | 1752
Cc1ncsc1CCOC(=O)c1ccc(N2CCOCC2)c([N+](=O)[O-])c1 | 1535 | 1737
CCOC(=O)C(CCSC)NC(=O)CN (stereo unspecified) | 1518 | 1808
O=C(OCC(=O)N1CCCc2ccccc21)c1cncc(Br)c1 | 1481 | 1662
O=C(Nc1cccc2ccccc12)OCc1cncs1 | 1527 | 1968
COc1cc(/C=C2\CCc3ccccc3C2=O)cc(OC)c1OC | 1535 | 1736
CCOC(=O)NC(=O)/C(C#N)=C\Nc1sccc1C(=O)OC | 1745 | 1623
C/C(CCc1ccco1)=N/NC(=O)CCC(=O)Nc1ccc(Br)cc1 | 1357 | 1514
O=C(Cn1cnc2ccccc21)N/N=C/c1ccccc1[N+](=O)[O-] | 1585 | 1614
O=C(CN1C(=O)NC(c2ccccc2)(c2ccccc2)C1=O)c1c[nH]c2ccccc12 | 1596 | 2079
CN(C)CCN=Cc1c(O)n(Cc2ccccc2)c(=O)c2ccccc12 | 1555 | 1631
Cc1ccc(COC(=O)c2nn(-c3ccccc3)nc2N)cc1 | 1568 | 1859
COc1cc([N+](=O)[O-])ccc1NC(=O)CSc1ccccn1 | 1601 | 1669
C=CCc1c(C)nc(-c2ccccc2)nc1N/N=C/c1ccccc1 | 1633 | 1903
CCOC(=O)C1=NN(C(C)=O)C2(CC(=O)N(c3cccc(C)c3)C2=O)C1 (stereo unspecified) | 1716 | 1681
O=C(NCCCN1CCOCC1)C(=O)NCCc1ccccc1 | 1737 | 1703
CCOC(=O)N1CCC(N(CCN(C)C)C(=S)Nc2cccc(OC)c2)CC1 | 1622 | 1608
CCn1c(-c2cc(-c3ccccc3OC)nc3ccccc23)n[nH]c1=S | 1725 | 1654
O=[N+]([O-])c1nn(-c2cccc(Cl)c2)n(O)c1=NCc1cccnc1 | 1742 | 2029
CCN(CCNCC(O)COCc1ccc(Cl)cc1)c1cccc(C)c1 (stereo unspecified) | 1468 | 2250
COC(=O)c1[nH]c(C)c(/C(O)=C2\C(=O)C(=O)N(CCN(C)C)C2c2cccc(OC)c2OC)c1C (stereo unspecified) | 1914 | 2025
CCOC(=O)C1C(=O)CC(C)(O)C(C(=O)OCC)C1c1ccco1 (stereo unspecified) | 1665 | 1818
CCCn1cnc2sc(CC)cc2c1=O | 1641 | 1882

Exported as a markdown table: entries from further up
| Structure | SRC3 TRFRET art | SRC1 TRFRET art |
| --- | --- | --- |
| O=C(COC(=O)c1ccccc1Oc1ccccc1)NCc1ccco1 | 1683 | 1572 |
| NNc1nc(-c2ccccc2)c2ccccc2n1 | 1635 | 1738 |
| Cc1c(C(=O)Oc2ccc(F)cc2)sc2ncn(Cc3cccc(F)c3)c(=O)c12 | 1615 | 1744 |
| Cc1ccccc1C=Nc1ccccc1C(N)=O | 1478 | 1608 |
| CCOC(=O)CNC(=S)N(Cc1cccs1)C1CCCCC1 | 1478 | 1935 |
| CC(C)OC(=O)/C(C#N)=C\c1cccnc1 | 1514 | 2009 |
| Cc1ccc(C2CC(c3ccc(NS(C)(=O)=O)cc3)=NN2C(=O)c2ccco2)cc1 (stereo unspecified) | 1658 | 1802 |

Arranged by length of the SMILES (low to high): part of the list above.
SMILES | SRC3 TRFRET art | SRC1 TRFRET art
CCOC(=O)C(CCSC)NC(=O)CN (stereo unspecified) | 1518 | 1808
COc1cc([N+](=O)[O-])ccc1NC(=O)CSc1ccccn1 | 1601 | 1669
C/C(CCc1ccco1)=N/NC(=O)CCC(=O)Nc1ccc(Br)cc1 | 1357 | 1514
CCn1c(-c2cc(-c3ccccc3OC)nc3ccccc23)n[nH]c1=S | 1725 | 1654
O=C(Cn1cnc2ccccc21)N/N=C/c1ccccc1[N+](=O)[O-] | 1585 | 1614
O=C(CN1C(=O)NC(c2ccccc2)(c2ccccc2)C1=O)c1c[nH]c2ccccc12 | 1596 | 2079

Next records.
SMILES | SRC3 TRFRET art | SRC1 TRFRET art
Cc1cc(C)cc(NC(=S)NCCN(C2CCCCC2)C2CCCC2)c1 | 1598 | 2060
C(=N\c1nc2ccccc2[nH]1)/c1cccs1 | 1651 | 1867
O=C1CCCN1CCCNC(=S)Nc1ccc(F)cc1 | 1493 | 1772
COc1ccc(C2CC(c3ccc(C)o3)=NN2C(C)=O)cc1 (stereo unspecified) | 1450 | 1685
CCC(CC)C(=O)N1CCN(c2ccccc2)CC1 | 1429 | 1730
Cc1cccc(CCNC(=O)CN(C)S(=O)(=O)c2cnc[nH]2)c1 | 1476 | 1745
CC1CC(CC(=O)NC(=S)Nc2ccccc2Cl)C(=O)O1 (stereo unspecified) | 1586 | 1756
O=C(NN=C1CCN(Cc2ccccc2)CC1)c1cccc(S(=O)(=O)Nc2ccccc2Cl)c1 | 1405 | 1785
N/C(=N\OC(=O)CCCc1ccccc1)c1cccnc1 | 1687 | 1691
O=C(CCc1nnc(CCCc2ccccc2)o1)NCCCC1CCCC1 | 1634 | 2000
COc1ccc(C(=O)NNc2cc(C)nc(NNC(=O)c3ccc(OC)cc3)n2)cc1 | 1419 | 1715
O=C(CSc1nnc(Cc2ccccc2)o1)Nc1ccccc1 | 1440 | 1636
O=C(CCNC(=O)Cn1ccc2ccccc2c1=O)NCc1ccccn1 | 1380 | 1839

This is a random part of the collection. Share with any hit: about 0.65%.
